Bioassay records (PubChem BioAssay)
Pol beta inh = qHTS Assay for Inhibitors of DNA Polymerase Beta | Potency, µM (series often up to 114 µM), for inactives: at the highest dose activity change, negative = inhibition, actives largely listed as inhibitors | Pol beta primer extension/strand displacement, fluorescence kinetic | hit rate 1.3% among 340,000 | P06746; note: potency is the fitted concentration of half-maximal effect; % is set by controls: 0 for no effect and ±100 for the full control effect
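Reaction started by 50 nM substrate onto compound-treated Pol beta (10 nM, 15 min preincubation, room temperature); plates read at 0 min and 10 min. Normalized concentration-effect data fitted by four-parameter Hill equation.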
POLK inh = qHTS for Inhibitors of Polymerase Kappa | DNA polymerase kappa (Homo sapiens), Q9UBT6 | purified Pol kappa, fluorescent DNA synthesis assay, 10 min | Potency, µM (highest dose often 107 µM), for inactives: at the top dose activity, negative = inhibition, actives largely listed as inhibitors | hit rate 0.53% among 400,000; note: potency is the fitted concentration of half-maximal effect; % is set by controls: 0 for no effect and ±100 for the full control effect
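50 nM final substrate added after 15 min RT preincubation of 10 nM Pol kappa with compound; fluorescence read at 0 and 10 min.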
Pol eta inh = qHTS for Inhibitors of Polymerase Eta. DNA polymerase eta (Homo sapiens), Q9Y253. recombinant Pol eta, fluorescent DNA replication assay. Potency, µM (doses to about 114 µM), for inactives: at the top dose activity change, negative = inhibition, actives largely listed as inhibitors. hit rate 1.2% among 390,000. AID 588591, 2011; note: potency is the fitted concentration of half-maximal effect; % is set by controls: 0 for no effect and ±100 for the full control effect
Target sequence (Q9Y253 whole entry, looked up): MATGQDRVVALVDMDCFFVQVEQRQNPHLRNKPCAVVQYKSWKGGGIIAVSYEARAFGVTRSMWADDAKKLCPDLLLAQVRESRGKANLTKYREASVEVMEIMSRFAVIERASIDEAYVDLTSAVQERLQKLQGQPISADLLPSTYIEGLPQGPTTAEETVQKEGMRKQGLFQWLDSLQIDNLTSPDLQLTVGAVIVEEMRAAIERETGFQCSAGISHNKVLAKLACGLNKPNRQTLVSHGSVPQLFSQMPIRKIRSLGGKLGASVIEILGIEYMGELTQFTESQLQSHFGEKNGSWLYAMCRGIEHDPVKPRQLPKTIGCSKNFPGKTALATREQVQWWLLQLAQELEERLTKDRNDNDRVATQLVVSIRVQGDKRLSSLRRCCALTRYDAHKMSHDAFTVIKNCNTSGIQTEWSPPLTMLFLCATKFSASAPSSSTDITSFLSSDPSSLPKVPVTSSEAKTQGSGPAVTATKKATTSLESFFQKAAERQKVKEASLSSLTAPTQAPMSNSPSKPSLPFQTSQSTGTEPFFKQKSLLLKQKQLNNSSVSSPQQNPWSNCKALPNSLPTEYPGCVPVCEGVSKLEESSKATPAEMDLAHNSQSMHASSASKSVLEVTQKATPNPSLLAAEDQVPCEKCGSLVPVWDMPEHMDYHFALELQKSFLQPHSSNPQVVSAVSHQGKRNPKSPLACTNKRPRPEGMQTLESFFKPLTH
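Pol eta (10 nM) was preincubated with compounds for 15 min at room temperature, after which fluorescent replication substrate (50 nM final) was added to start the reaction. Fluorescence was read kinetically at 0 and 10 min.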
GRP78 ERSR act = qHTS for Inducers of the Endoplasmic Reticulum Stress Response (ERSR) in Human Glioma: qHTS; Potency, µM, for inactives: at the top dose activation, hits mostly activators; U87-MG GRP78 promoter luciferase reporter, 16 h; AID 602332, 2012; hit rate 0.02% among 420,000; note: potency is the fitted concentration of half-maximal effect; series mostly up to about 76 µM; % of control where 0% means no effect; nearly all actives have a fitted effect of over 35% in size
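Stably transfected U87-MG glioma cells carrying a GRP78-based luciferase sensor; 16 h compound incubation. Luminescence end-point read 10 min after Bright-Glo addition at room temperature.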
Pol iota inh = qHTS for Inhibitors of Polymerase Iota; AID 588590, 2011; Potency, µM (series often up to 115 µM), inactives show at the top dose activity, negative = inhibition, most hits filed as inhibitors; DNA polymerase iota (Homo sapiens), Q9UNA4; Pol iota fluorescent replication assay, 10 min; hit rate 1% among 390,000; note: potency is the fitted concentration of half-maximal effect
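Fluorescent replication assay read twice, at 0 min and 10 min after adding 50 nM (final) substrate. Enzyme (10 nM) and compounds were first incubated 15 min at room temperature; enzyme-free buffer wells were negative controls.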
APEX1 inh = qHTS Assay for Inhibitors of the Human Apurinic/apyrimidinic Endonuclease 1 (APE1); DNA repair nuclease/redox regulator APEX1 (Homo sapiens), P27695; Potency, µM (doses to about 65.8 µM), for the others: at the top dose activity change, negative = inhibition, most hits filed as inhibitors; hit rate 0.35% among 350,000; recombinant APE1, TAMRA/BHQ-2 abasic DNA cleavage fluorescence; AID 2517, 2012;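 note: potency is the fitted concentration of half-maximal effect; plate controls were vehicle for no effect and reference inhibitor for full effect; nearly all actives have a fitted effect of over 55% in size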
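Endonuclease cleavage of a quenched abasic-site DNA duplex (50 nM) by APE1 (0.75 nM) was tracked by TAMRA dequenching. Compounds were preincubated with enzyme 15 min at room temperature; data normalized to buffer-only and DMSO wells plus NSC13755 control.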
BLM helicase inh = qHTS Assay for Inhibitors of Bloom's syndrome helicase (BLM); RecQ-like DNA helicase BLM (Homo sapiens), P54132; hit rate 0.2% among 350,000; recombinant BLM DNA unwinding, fluorescence dequenching; Potency, µM (titrated, usually from 56.1 µM), without a hit: at the highest dose activity change, negative = inhibition, hits mostly inhibitors;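 note: potency is the fitted concentration of half-maximal effect; plate controls were vehicle for no effect and no enzyme for full effect; nearly all actives have a fitted effect of over 35% in size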
Apoferritin bind = qHTS Assay for Identification of Novel General Anesthetics | Ferritin light chain (Equus caballus), P02791 | apoferritin/1-aminoanthracene competitive binding, fluorescence | Potency, µM (titrated, usually from 77.5 µM), for the others: at the highest dose activity change, negative = displacement, hits mostly inhibitors | hit rate 0.074% among 350,000; note: potency is the fitted concentration of half-maximal effect; % is set by controls: 0 for no effect and ±100 for the full control effect; nearly all actives have a fitted effect of over 20% in size
Target sequence (P02791 2-175 limits assumed): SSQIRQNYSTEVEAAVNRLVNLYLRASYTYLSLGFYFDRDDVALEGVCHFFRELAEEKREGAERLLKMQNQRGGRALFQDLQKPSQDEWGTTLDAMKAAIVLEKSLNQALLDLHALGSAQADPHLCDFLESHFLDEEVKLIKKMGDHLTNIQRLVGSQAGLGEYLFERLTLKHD
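Apoferritin-based anesthetic binding model; compound displacement of fluorescent 1-AMA measured as endpoint fluorescence after 10 minutes at room temperature, scaled to free-ligand and complex controls.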
LDHA block = qHTS assay for inhibitors of human lactate dehydrogenase. L-lactate dehydrogenase A chain (Homo sapiens), P00338. purified LDHA, NADH/diaphorase-resazurin fluorescence; stronger effect = lower value. hit rate 0.15% among 480,000. activity change, % (values are at about 110 or 230 µM); in the data active = activity change below about -30%; inconclusive = mostly about -25% to -30%;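 note: plate controls were DMSO wells for no effect and wells without enzyme for full effect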
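Resorufin fluorescence (ex540/em590), read at 0 and 20 min after diaphorase/resazurin addition, reports the NADH left after a 5 min room-temperature reaction of 2 nM human LDH5 with 0.06 mM NADH and 0.2 mM pyruvate.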
An asterisk follows results filed as active; ? = inconclusive; . = no result given; & = joins results of further samples; [ ] = remark or other dose. Unless noted, calls come from the whole dose curve; as a rule, active = well fitted curve in the direction sought with a large enough effect; inconclusive = small, poorly fitted or top-dose-only effect, or another doubt; inactive = no such curve, though single readings can be large; an effect the other way counts as inactive or inconclusive. Not all compounds are listed, so the mix of outcomes need not match the whole.

SMILES | Pol beta inh | POLK inh | Pol eta inh | GRP78 ERSR act | Pol iota inh | APEX1 inh | BLM helicase inh | Apoferritin bind | LDHA block
Cc1ccc(S(=O)(=O)Cc2ccc(C(=O)N3CCC4(CC3)OCCO4)o2)cc1 | 10µM* | ? | 13µM* | -5% | ? | ? | -5% | -3% | 2
CCCCC1(CC)COP(=O)(OCC(Cl)(Cl)Cl)OC1 (stereo not drawn) | . | 2% | -4% | 0% | 30% | . | . | . | -14
O=C(NC1CCCCCC1)c1ccc[nH]c1=S | -1% | -3% | -22% | 0% | 152%[activator] | 8% | -1% | ? | -3
Oc1ccc2c(c1)[C@@]13CCCCC1[C@@H](C2)N(CC1CCC1)CC3 (stereo partly drawn) | . | 8%[60.1 µM] | . | -8% | . | -6% | -3% | 0% | .
COc1ccc(OCC(=O)N2CCN(Cc3cc(=O)n4nc(-c5ccccc5C)sc4n3)CC2)cc1 | -12% | -9%[60.1 µM] | 1% | 1% | -6% | . | 1% | 12% | -3
C=C(C)Cn1c(=O)n(CC2CS2)c2ccccc21 (stereo not drawn) | 22% | -1% | -16% | -2% | 19% | -1% | 5% | 6% | -8
CC(=Nc1ccc2c(c1)CCC2)c1c(O)n(C2CCCCC2)c(=O)[nH]c1=O | 12% | 0% | -16% | -1% | -4% | -3% | -5% | -13% | -2
NC(=O)c1ccc(OCC(O)CN2CC=C(c3ccc(F)cc3)CC2)cc1 (stereo not drawn) | 5%[57.1 µM] | -13%[60.1 µM] | -1%[57.1 µM] | -4% | 2%[58.9 µM] | 1% | . | . | .
C/C=C1/CN2C3CC1C(CO)(C(=O)OC)C2Cc1c3n(C)c2ccccc12 (stereo not drawn) | -1% | 2% | -23% | -2% | 22% | -1% | -3% | -12% | -2
CN1CCc2cc3c(cc2C1O)OCO3 (stereo not drawn) | . | -6%[60.1 µM] | . | -3% | . | 14% | -11% | . | .
NC12CN3CN(CN(C3)C1)C2 (tested in a mixture with another compound) | 5% | 4% | -3% | -4% | 16% | 2% | 1% | 0% | -5
COC(=O)C1=C(c2cc3ccccc3s2)C[C@@H]2CC[C@H]1N2C(=O)N1CCCC1 | . | 2% | -7% | -3% | -4% | . | . | . | 6
Cc1cc(OCC(=O)N2C[C@H]3C[C@@H](C2)c2cccc(=O)n2C3)c2c(C)cc(=O)oc2c1 | 1% | 1% | -7% | -3% | 18% | 18% | 2% | -7% | -4
CC1CCN(C(=O)c2ccc(N3CC4CC(C3)c3cccc(=O)n3C4)c([N+](=O)[O-])c2)CC1 (stereo not drawn) | -13% | -18% | -10% | 0% | 35%[activator] | -6% | 0% | -9% | -18
COc1cc(OC)cc(C(=O)NC(=S)N2C[C@H]3C[C@H](C2)c2cccc(=O)n2C3)c1 | 1% | -19% | -2% | -3% | 3% | 26% | 1% | -5% | -3
COC(=O)CC1(Cc2ccccc2)C(=O)NC(=O)NC1=O | -2% | 4% | -7% | -2% | 25% | -4% | -1% | 4% | -7
C[C@]12CCC3C(CCC4=CC(O)CC[C@@]43/C=N/O)C1(O)CCC2C1=CC(=O)OC1 (stereo partly drawn) | -1% | 2% | 9% | -6% | 26% | 35% | -3% | -3% | -9
Nc1ccc(-c2ccc(N)cc2)cc1 | . | -8% | -15% | 0% | 7% | 1% | . | . | -4
COc1ccccc1N1CCN(C2CCCN(C(=O)COc3ccccc3Cl)C2)CC1 (stereo not drawn) | 6% | -11% | -2% | -2% | 114%[activator] | 49%[activator] | -2% | -12% | -6
CC(C)CC1C(=O)N2CCC[C@H]2[C@]2(O)O[C@](NC(=O)[C@@H]3C=C4c5cccc6[nH]c(Br)c(c56)C[C@H]4N(C)C3)(C(C)C)C(=O)N12 (stereo partly drawn) | . | -13% | . | -3% | 20% | . | . | . | 0

Record cards, as listed above:
`CC(=Nc1ccc2c(c1)CCC2)c1c(O)n(C2CCCCC2)c(=O)[nH]c1=O` in the list: Pol beta inh: 12%; POLK inh: 0%; Pol eta inh: -16%; GRP78 ERSR act: -1%; Pol iota inh: -4%; APEX1 inh: -3%; BLM helicase inh: -5%; Apoferritin bind: -13%; LDHA block: -2
`C/C=C1/CN2C3CC1C(CO)(C(=O)OC)C2Cc1c3n(C)c2ccccc12` (stereo not drawn) in the list: Pol beta inh: -1%; POLK inh: 2%; Pol eta inh: -23%; GRP78 ERSR act: -2%; Pol iota inh: 22%; APEX1 inh: -1%; BLM helicase inh: -3%; Apoferritin bind: -12%; LDHA block: -2

Additional entries follow.
SMILES | Pol beta inh | POLK inh | Pol eta inh | GRP78 ERSR act | Pol iota inh | APEX1 inh | BLM helicase inh | Apoferritin bind | LDHA block
CCCn1cc(CN2CCCC(C(=O)c3cccc(OC)c3)C2)c(C)n1 (stereo not drawn) | -3% | -4%[60.1 µM] | -14% | -3% | 11% | 1% | -2% | -14% | -1
CCC(=NCc1ccco1)c1c(O)n(-c2ccc(OC)cc2)c(=O)[nH]c1=O | 4% | -3% | 8% | -5% | 2% | 3% | -4% | -11% | -1
O=C1CC2OCC=C3CN4CC[C@]56c7ccccc7N1[C@H]5[C@H]2C3C[C@H]46 (stereo partly drawn) | . | 16%[60.1 µM] | . | 1%&-3% | . | -3%&1% | 6%&1% | 2% | .
COC(=O)N(c1ccc(OC)cc1)P1(=S)OCCC(C)O1 (stereo not drawn) | -28% | -2% | -7% | -2% | 21% | 1% | 2% | -1% | -3
C=CCn1c(O)c(C(C)=NCCN2CCN(C(=S)NC)CC2)c(=O)[nH]c1=O | -9% | -6% | -21% | -3% | 82%[activator] | -5% | -2% | 5% | 6
O=C(N/N=C/c1c(O)n(-c2cccc3ccccc23)c(=O)[nH]c1=O)c1ccncc1 | -22% | -19% | -8% | -6% | 4% | 0% | 0% | 8% | -3
O=c1c2ccccc2nc(-c2ccccc2)n1-c1ccccn1 | 3% | -4% | -4% | -3% | ? | 5% | -3% | -3% | -3
Oc1c(Br)cc(Br)cc1CN1CCN(Cc2ccccc2)CC1 | 11% | -12% | -10% | 5% | ? | -2% | -2% | 7% | -2
N#CC1=C(N)Oc2c(c(=O)oc3ccccc23)C1c1ccncc1 (stereo not drawn) | 47% | -7% | -5% | -3% | 0% | 14% | -1% | -3% | -5
FC(F)(F)Oc1ccc(NC2=NCCCS2)cc1 | 0% | 9% | -20% | -6% | 5% | 2% | -3% | -15% | -2
CCS(=O)(=O)CCSP(=O)(OC)OC | . | -9% | 3% | -3% | 59%[activator] | . | . | . | -2
O=C(COc1ccccc1F)N1CCN(Cc2cc(=O)n3nc(-c4ccccc4Cl)sc3n2)CC1 | 9% | -14%[60.1 µM] | -6% | -1% | 26% | . | -6% | 28% | -2
CC1CCCN(C(=O)CCl)C1 (stereo not drawn) | 1% | 0% | -16% | -7% | 66%[activator] | -1% | -4% | -10% | -7
COc1ccc(C2=NCC(=O)N(CC(=O)NCc3ccco3)c3sc4c(c32)CCCC4)cc1OC | ? | -10% | 3% | -3% | 11% | -3% | -3% | -14% | -1
Cc1cccc(O)c1 | . | 62%&-14%[activator][60.1 µM] | . | -2%&-5% | . | -8%&-3% | 1%&1% | -8%&5% | .
CCOc1ccc(-n2c(O)c(C=Nc3ccc(N4CCOCC4)cc3)c(=O)[nH]c2=O)cc1 | -10% | 2% | -14% | -5% | -2% | 0% | -2% | -13% | 2
COC(=O)COc1ccc(C[C@@H](C)NC[C@H](O)c2cccc(Cl)c2)cc1 | . | 9%[60.1 µM] | . | ? | . | 5% | 7% | 5% | .
CC1C(c2cccs2)=[N+]([O-])C(C)(C(=O)c2ccc(Cl)cc2)N1O (stereo not drawn) | . | 2% | -5% | -4% | -5% | . | . | . | -1
O=c1[nH]c(=S)n(-c2ccc(Br)cc2)c(O)c1C=Nc1ccc(N2CCOCC2)cc1 | 75% | -6% | 24% | -8% | 162%[activator] | 12% | -14% | -14% | 7
O=C(CSc1nc2c([nH]c3ccccc32)c(=O)n1-c1ccccc1)c1ccccc1 | 1% | -3%[60.1 µM] | 2% | -2% | -17% | . | -3% | ? | -5
CCOc1ccc(NC(=O)CN(c2ccc(Cl)cc2C)S(=O)(=O)c2ccccc2)cc1 | 0% | -15% | -12% | -2% | -4% | . | -13% | 48%[activator] | 0
CCOC(=O)CC(SP1(=S)OCC2(CC=CCC2)CO1)C(=O)OCC (stereo not drawn) | . | -17% | -8% | -1% | -3% | . | . | . | -1
C/C(=N\OC(=O)NC(C)C)c1sc(-c2ccc(Cl)cc2)nc1C | 9% | -15% | -15% | 8% | -5% | -5% | -2% | ? | 1
CCc1ccc(N2C(=O)CC(=O)NC2=O)cc1 | 11% | -9% | -19% | 2% | 3% | 39% | 1% | -5% | 2
Cc1cccc(CNCCc2c[nH]c3ccccc23)c1 | 4% | -4% | -16% | -2% | 28% | -10% | 4% | -17% | 0&6
CC(CC(C)(C)N1CC1)=NNC(=O)Nc1cccc2ccccc12 | . | -22% | -18% | -7% | 15% | . | . | . | 12
Cc1cc(C(=O)OCC(=O)Nc2ccc(F)cc2)c(C)n1C1CC1 | . | 3% | -24% | -4% | 22% | -13% | . | . | -2&-3
O=c1cccc2n1C[C@@H]1C[C@@H]2CN(CC(O)c2ccc([N+](=O)[O-])cc2)C1 (stereo partly drawn) | -24% | -14% | -19% | -5% | 42%[activator] | 14% | -2% | -2% | -3
COCC(=O)N1Cc2ccccc2-n2nncc2C1 | . | 2% | -12% | -4% | 38%[activator] | . | . | . | -3
O=C1CN=C(c2ccc(Br)cc2)c2oc3ccccc3c2N1 | -2% | -1% | 1% | -5% | ? | 12% | -1% | -10% | -7
